D1 agonist: activates the human D1 dopamine receptor. HEK293 T-REx D1 cells, calcium flux, agonist mode. activation, % at 2 µM. actives 1% (n = 360,000); in the data active means activation above about 30%; further: 0% is about no effect
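Inducible HEK293 T-REx D1 cells, force-coupled to calcium signalling, were plated at 4000 cells/well with tetracycline and held overnight at 30 C. After no-wash calcium dye loading, compound-evoked calcium rise over 180 s flagged agonists.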
RXFP1 agonist: agonists of human relaxin receptor RXFP1. Q9HBX9. HEK293T-RXFP1 cAMP TR-FRET, 30 min; response scale: percent of porcine relaxin response, buffer zero. actives 0.3% (n = 370,000). AID 2676. Potency, µM (doses to about 57.5 µM), without a hit: top-dose activation, actives largely listed as activators; further: potency means the concentration at half of the fitted maximal effect; on the % scale 0 is the no-effect control and ±100 the full control effect; nearly all actives have a fitted effect of over 60% in size; many of its hits are not listed in these tables
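HEK293 cells stably expressing RXFP1, treated 30 min at 37C with compounds plus PDE4 inhibitor Ro 20174; cAMP measured by HTRF TR-FRET. Normalized to buffer and 29 nM porcine relaxin; EC50 by Hill fit.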
GRP78 ERSR act: induces the endoplasmic reticulum stress response in human glioma cells. U87-MG GRP78 promoter luciferase reporter, 16 h. Potency, µM, without a hit: top-dose activation, usual class: activators. actives 0.02% (n = 420,000). AID 602332; further: potency means the concentration at half of the fitted maximal effect; series mostly up to about 76 µM; % of control where 0% means no effect; nearly all actives have a fitted effect of over 35% in size
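ERSR induction read as luciferase luminescence (Bright-Glo, 10 min at room temperature) in stably transfected human U87-MG glioma cells exposed to compounds for 16 h, using GRP78 as sensor.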
D2 potentiator: D2 dopamine receptor (human) potentiation; HEK293 T-REx D2, calcium flux, EC20 dopamine potentiation; actives 0.34% (n = 340,000); P14416; potentiation, % at 10 µM; AID 485347;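 active means potentiation over 3 SD above the plate norm, cut at about 30% in these data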; further: 0% is about no effect
Target sequence (P14416 whole entry, looked up): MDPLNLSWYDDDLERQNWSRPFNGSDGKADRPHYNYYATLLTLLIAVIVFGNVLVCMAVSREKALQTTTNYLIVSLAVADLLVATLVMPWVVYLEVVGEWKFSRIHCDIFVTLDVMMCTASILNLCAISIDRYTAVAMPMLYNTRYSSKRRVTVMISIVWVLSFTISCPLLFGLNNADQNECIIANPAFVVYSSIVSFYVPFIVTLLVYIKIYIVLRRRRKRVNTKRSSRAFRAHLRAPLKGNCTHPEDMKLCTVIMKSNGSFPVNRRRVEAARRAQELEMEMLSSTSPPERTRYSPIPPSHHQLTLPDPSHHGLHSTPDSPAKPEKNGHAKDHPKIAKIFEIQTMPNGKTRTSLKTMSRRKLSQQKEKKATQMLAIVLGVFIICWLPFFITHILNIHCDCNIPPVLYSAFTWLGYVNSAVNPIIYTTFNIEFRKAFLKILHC
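Primary screen. Calcium kinetics in induced HEK293 T-REx D2 cells: compound pre-addition 180 s, EC20 dopamine, 180 s more.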
D1 PAM: potentiators of human D1 dopamine receptor | HEK293 TREx D1 cells, calcium flux, dopamine EC20 potentiation | AID 504651 | actives 0.036% (n = 360,000) | potentiation, % at 10 µM | P21728; in the data active means potentiation above about 30%; further: 0% is about no effect
Vif-A3F inh: blocks the Vif interaction with APOBEC3F. actives 0.2% (n = 390,000). HeLa A3F-eYFP + Vif (tagged APOBEC3F with the HIV-1 protein that degrades it), YFP fluorescence increase. Potency, µM (doses to about 46.1 µM), inactives show at the highest dose activity, negative = active; further: potency means the concentration at half of the fitted maximal effect; % of control where 0% means no effect; nearly all actives have a fitted effect of over 65% in size
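HeLa cells stably expressing A3F-eYFP plus Vif, plated and incubated overnight at 37 deg C, then exposed to compounds overnight at 37 deg C. Blocked degradation read as raised yellow fluorescence (Ex 488/Em 500-530).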
D1 antag: human D1 dopamine receptor antagonism | P21728 | HEK293 TREx D1 cells, calcium flux, dopamine EC80; active compounds read low | activity change, negative = inhibition, % at 10 µM | actives 3.2% (n = 360,000) | AID 504652; in the data active means activity change below about -30%; further: on the % scale 0 is the no-effect control and ±100 the full control effect
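HEK293 T-REx cells expressing inducible, force-coupled D1 receptor; no-wash Ca dye, 30–90 min RT. Cmpd → 180 s read at 1 Hz → EC80 DA → 180 s read.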
Vif-APOBEC3G blk: inhibitors of Vif-APOBEC3G interaction. HeLa A3G-eYFP + Vif (tagged APOBEC3G with the HIV-1 protein that degrades it), YFP fluorescence, overnight. Potency, µM (highest dose often 46.1 µM), for inactives: at the top dose activity, negative = active, actives largely listed as inhibitors. actives 0.076% (n = 410,000). AID 602310;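 further: potency means the concentration at half of the fitted maximal effect; on the % scale 0 is the no-effect control and ±100 the full control effect; nearly all actives have a fitted effect of over 60% in size; hits raise eYFP signal because A3G escapes Vif-driven loss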
Target sequence (Q9HC16 whole entry, looked up): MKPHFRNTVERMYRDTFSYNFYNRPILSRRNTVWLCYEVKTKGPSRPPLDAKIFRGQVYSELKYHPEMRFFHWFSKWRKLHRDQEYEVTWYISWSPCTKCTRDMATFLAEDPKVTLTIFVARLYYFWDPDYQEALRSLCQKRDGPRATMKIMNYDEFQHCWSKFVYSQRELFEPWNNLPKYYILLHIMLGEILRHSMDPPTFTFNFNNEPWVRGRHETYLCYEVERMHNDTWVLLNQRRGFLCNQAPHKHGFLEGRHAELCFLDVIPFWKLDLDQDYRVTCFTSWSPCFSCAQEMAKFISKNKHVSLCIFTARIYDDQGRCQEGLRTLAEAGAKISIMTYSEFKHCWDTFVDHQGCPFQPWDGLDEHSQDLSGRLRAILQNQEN
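Read-out is eYFP fluorescence (Ex 488/Em 500-530) from Vif-expressing HeLa A3G-eYFP cells; more signal means A3G escaped Vif-mediated degradation. Cells plated overnight, compound pinned in, incubated overnight at 37 deg C.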
LDHA block: LDHA (human) enzyme inhibition; P00338; purified LDHA, NADH/diaphorase-resazurin fluorescence; active compounds read low; activity change, % (values are at about 110 or 230 µM); actives 0.15% (n = 480,000); in the data active means activity change below about -30%; inconclusive means mostly about -25% to -30%;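 further: plate controls were DMSO wells for no effect and wells without enzyme for full effect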
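LDH5 2 nM; NADH 0.06 mM, pyruvate 0.2 mM; 200 mM Tris pH 7.4, EDTA, Tween-20; 5 min RT. Detection: diaphorase 0.133 mg/mL + resazurin 37 µM, fluorescence ex540/em590 at 0 and 20 min; normalized to enzyme-free and DMSO wells.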
Starred values were filed as active, the others as inactive; ? = inconclusive; nt = not tested or not shown. Unless noted, the call rests on the fitted dose curve; in most records, active means well fitted curve in the direction sought with a large enough effect; inconclusive means small, poorly fitted or top-dose-only effect, or another doubt; inactive means no such curve, though single readings can be large; an effect the other way counts as inactive or inconclusive. Some of the compounds tested (hit frequency here may not be typical).

SMILES	D1 agonist	RXFP1 agonist	GRP78 ERSR act	D2 potentiator	D1 PAM	Vif-A3F inh	D1 antag	Vif-APOBEC3G blk	LDHA block
COc1cc(OC)c(NC(=O)C2CCCN2C(=O)OCc2ccccc2)cc1Cl (centres undefined)	0	0.5%	-1%	-10	-5	1%	-6	-1%	0
Cc1ccc(CNCc2ccc3c(c2)OCO3)cc1	10	2.1%	-8%	-26	-17	3%	10	-3%	-6
COc1ccc(Nc2nc(C)nc3c2oc2ccccc23)cc1	3	2.3%	-1%	-2	-3	5%	-16	-4%	-7
CN1CCN(S(=O)(=O)c2ccc(-c3ccccc3)cc2)CC1	3	0.7%	-2%	1	-8	-3%	12	0%	1
COCCn1cnnc1SCC(=O)Nc1ccc(Br)cc1F	3	-0.9%	0%	14	-3	-2%	3	-9%	-11
Cc1nc2cccnc2n1-c1cccc(C(=O)NCCc2ccc(S(N)(=O)=O)cc2)c1	0	?	-3%	4	0	2%	8	5%	-1
CC(C)c1cc(Nc2cccc(O)c2)cc(C(C)C)c1O	3	1.1%	nt	7	1	nt	15	nt	nt
CCC(c1nnc(SCc2nc3ccccc3s2)n1Cc1ccccc1)N(C)C (centres undefined)	1	2.5%	8%	-9	4	9%	-2	-6%	-5
CC(=O)c1n[nH]nc1NC(=O)c1ccccc1	0	2.1%	-3%	2	1	-6%	10	0%	2
NC(=O)COC(=O)c1c2c(nc3ccccc13)CCCC2	3	0.6%	-2%	5	1	0%	-7	-4%	-4
CC(C)CNC(=O)c1ccccc1NC(=O)CSCc1ccccc1	0	-0.1%	-2%	nt	5	-1%	-6	-2%	-6
COc1ccc(C)cc1S(=O)(=O)N(C)CC(=O)N1CCN(C)CC1	4	0.1%	-5%	15	-2	4%	0	1%	-4
CCN(CC)S(=O)(=O)c1ccc(Cl)c(NC(=O)COC(=O)/C=C/c2ccc(O)c(OC)c2)c1	2	0.8%	-4%	3	-8	?	0	0%	-6
Cc1cccc2sc(NC(=O)c3cc(S(=O)(=O)N(C)C)ccc3N3CCCC3)nc12	1	-0.4%	13%	9	-8	-2%	8	-5%	-5
Cc1ccnc(NC(=O)c2ccc(OCC3CCCO3)cc2)c1 (centres undefined)	3	-0.6%	-14%	-4	3	-6%	9	1%	-5
CC(C)(C)OC(=O)C[C@H]1C/C=C\C[C@@H](CC(=O)NCCO)C(=O)N[C@H](Cc2ccccc2)COC1=O	nt	nt	-2%	nt	nt	0%	nt	-2%	-3
Cc1ccc(C(=O)NCC(=O)N(C)Cc2ccccc2C)s1	nt	nt	1%	nt	nt	-9%	nt	1%	-9
COc1cccc(-c2nc(-c3ccccc3)c(-c3ccccc3)[nH]2)c1OCC(=O)O	6	2.8%	-2%	-4	-2	0%	12	0%	-10
CN(C)C=NC1=NN(c2cccc(C(F)(F)F)c2)CC1	1	-1.1%	15%	-4	-2	-3%	7	-13%	-8
Cc1cc(C(=O)NN=C2CCCCCCC2)c2ccccc2n1	2	0.4%	-5%	-9	-3	-19%	12	-23%	-3
Cc1cc(NC(=O)c2cnc3c(-c4ccccc4)c(C)nn3c2C)ccc1Br	6	0.4%	-3%	nt	-7	-19%	-8	5%	-7
CC(NC(=O)Nc1ccccc1Cl)c1ccc2c(c1)OCO2 (centres undefined)	0	-0.9%	2%	4	-2	-3%	-1	0%	-5
O=C(CSC1=NNC(c2ccccn2)S1)Nc1cccc(Cl)c1 (centres undefined)	2	0.0%	1%	2	3	?	4	-4%	3
O=C1CSC(=S)N1/N=C/c1ccc2c(c1)OCCO2	1	-2.1%	-3%	0	4	13%	-5	-7%	6
Cc1cc(N2CCN(c3ccc(F)cc3)CC2)nc2cc(O)ccc12	0	3.5%	-4%	-23	nt	-4%	0	-3%	-2

Profiles, looked up by structure. Order of values: D1 agonist | RXFP1 agonist | GRP78 ERSR act | D2 potentiator | D1 PAM | Vif-A3F inh | D1 antag | Vif-APOBEC3G blk | LDHA block
CC(NC(=O)Nc1ccccc1Cl)c1ccc2c(c1)OCO2 (centres undefined) is listed as 0 | -0.9% | 2% | 4 | -2 | -3% | -1 | 0% | -5
CC(C)CNC(=O)c1ccccc1NC(=O)CSCc1ccccc1 is listed as 0 | -0.1% | -2% | nt | 5 | -1% | -6 | -2% | -6
CC(C)c1cc(Nc2cccc(O)c2)cc(C(C)C)c1O is listed as 3 | 1.1% | nt | 7 | 1 | nt | 15 | nt | nt
O=C1CSC(=S)N1/N=C/c1ccc2c(c1)OCCO2 is listed as 1 | -2.1% | -3% | 0 | 4 | 13% | -5 | -7% | 6

(continued)
SMILES	D1 agonist	RXFP1 agonist	GRP78 ERSR act	D2 potentiator	D1 PAM	Vif-A3F inh	D1 antag	Vif-APOBEC3G blk	LDHA block
O=C(OCc1cc(=O)n2nc(-c3cccs3)sc2n1)c1ccccc1	1	7.9%	0%	-3	-1	-2%	19	-12%	-4
CC(=O)Nc1ccc(S(=O)(=O)N2CCN(C(=O)CCC3CCCC3)CC2)cc1	0	1.2%	-2%	10	2	nt	-25	-5%	-13
CN1CCN(C2CCN(c3ccc(Nc4nnc(Cl)c(Nc5ccccc5S(C)(=O)=O)n4)c(OC(CF)CF)c3)CC2)CC1	nt	nt	-4%	nt	nt	-2%	nt	1%	2
Cc1cc(-c2ccccc2)nc(N2CCC(C(=O)NC(C)C)CC2)n1	4	1.7%	2%	2	-7	0%	21	0%	-7
CCc1nc(SCC(=O)NCCc2ccc(OC)c(OC)c2)c2c(=O)n(C)c(=O)n(C)c2n1	1	2.0%	-1%	-3	0	-6%	-5	0%	-5
CC1=C(C(=O)Nc2ccccc2)C2(CCCCC2)C(C#N)=C(S)N1	1	0.9%	5%	-2	-3	4%	5	2%	-9
O=C(C(=NNc1ccccc1)c1ccccc1)c1ccccc1	nt	nt	-4%	nt	nt	1%	nt	-1%	-5
Cn1c(SCC(=O)N2CCOCC2)nc2c(c1=O)SCC2	7	7.0%	-4%	-4	-3	5%	4	0%	-6
CCOC(=O)c1c(NC(=O)COC(=O)c2ccc(O)cc2)sc(C(=O)N(C)C)c1C	5	1.2%	-1%	36*	2	5%	11	3%	0
CCC(=O)Nc1nnc(Sc2ccc(N(C)C)cc2)s1	4	2.0%	-6%	-1	-3	1%	-14	2%	-5
O=C(c1cccc(C(F)(F)F)c1)N1CCC(O)(CS(=O)(=O)Cc2ccccc2)CC1	6	-3.9%	-2%	8	-11	-14%	-7	0%	0
COC(=O)c1c(NC(=O)CSc2nc3ccccc3c(=O)n2Cc2ccco2)sc(C)c1C	7	0.0%	-3%	-3	13	3%	-2	-2%	1
COC(=O)CC1C(=O)NC(C)=C1C(=O)OC (centres undefined)	5	2.5%	nt	nt	-4	nt	-23	nt	nt
CCOC(=O)c1ccc(NC(=O)N2CCCCCC2)cc1	8	-1.1%	-4%	-3	2	-10%	-16	-6%	-6
COc1ccc(CN(CCC#N)CCC2(c3ccccc3)CC(C)N(C)CC2C)cc1OC (centres undefined)	4	1.1%	-8%	-4	-4	3%	-20	4%	0
Cc1cccc(N2CCN(c3nc4ccc(C)cc4n4cnnc34)CC2C)c1 (centres undefined)	1	6.1%	1%	-21	-4	-10%	9	5%	-4
COc1ccc(-c2csc(NC(=O)Nc3ccccc3)n2)cc1	6	1.2%	3%	nt	-4	10%	-17	-2%	-5
CC(C)C[C@H](NC(=O)c1nc[nH]c1C(=O)NCC(=O)OCc1ccccc1)C(=O)OCc1ccccc1	17	-0.3%	?	-6	-5	3%	-3	0%	2
O=C(CN(C(=O)Cn1nnc(-c2ccccc2F)n1)c1cnc2ccccc2c1)NCC1CCCO1 (centres undefined)	4	-0.2%	-6%	0	5	3%	-2	-2%	0
CC(C)N1C(=O)S/C(=C/c2ccccc2OCc2ccc(C(=O)O)cc2)C1=O	1	-0.1%	11%	-1	-4	8%	-18	0%	-6
CCN1CCN(C(c2cccs2)C(C)NC(=O)c2ccccc2OC)CC1 (centres undefined)	1	-0.9%	-5%	-4	-5	-2%	-6	0%	-17
CC(C)CNC(=O)CN1C(=O)NC(Cc2c[nH]c3ccccc23)C1=O (centres undefined)	1	1.5%	-6%	-1	-2	-6%	-14	2%	-15
COc1ccc(/C=N/NC(=O)CCOc2ccccc2C)cc1OC	5	1.6%	-2%	6	2	13%	14	4%	1
Cc1ccnc(NC2(C(F)(F)F)N=C3SCCN3C2=O)c1 (centres undefined)	3	16%	-3%	nt	-6	0%	-13	-1%	0
O=C(CCCCn1c(=O)c2ccccc2n(CC(=O)Nc2ccc(F)cc2F)c1=O)NCc1ccccc1Cl	-1	-1.5%	-4%	-9	1	0%	-4	2%	-3
SMILES	D1 agonist	RXFP1 agonist	GRP78 ERSR act	D2 potentiator	D1 PAM	Vif-A3F inh	D1 antag	Vif-APOBEC3G blk	LDHA block
CC(C)=CCN1CCN(Cc2cccnc2)CC1CCO (centres undefined)	1	1.6%	-2%	-3	1	6%	-2	-1%	-3
COC(=O)c1nnn(CC(=O)NC(=O)Nc2ccccc2)c1C(=O)OC	5	0.3%	-3%	1	-6	-10%	-8	-1%	-4
O=C(c1ccc(Cl)c(NC2=NC3CS(=O)(=O)CC3S2)c1)N1CCN(c2ccc(F)cc2)CC1 (centres undefined)	2	-0.8%	-1%	-1	-3	-11%	-11	2%	-10
CCc1cc2ccccc2nc1Cl	0	-0.1%	-2%	-19	5	-7%	24	-1%	-5
Cc1cccn2c(=O)c(/C=C(\C#N)C(=O)NC3CCS(=O)(=O)C3)c(N3CCC(C)CC3)nc12 (centres undefined)	1	3.8%	-1%	12	-8	3%	-6	-1%	0
C=CCn1c(SCc2ccc(C(=O)Nc3ccccc3)cc2)nnc1-c1ccccc1	19	0.4%	-4%	19	0	-10%	-15	4%	-2
Cc1ccc(NC(=O)CN(C)C(=O)c2ccc(OCc3cn4ccccc4n3)cc2)cc1	0	-0.1%	3%	7	-4	3%	1	0%	-11
CCOc1ccccc1C1C(C#N)=C(SCC(=O)OC)NC(=O)C1C(=O)OC (centres undefined)	1	0.9%	-4%	-4	-5	-2%	6	-1%	0
COC(=O)CSc1nnc(CSc2nc(C)cc(C)n2)n1Cc1ccco1	5	2.8%	-5%	6	-4	nt	4	-5%	-6
CCOC(=O)c1nnn(-c2nonc2-n2cccc2)c1CN1CCCCC1	2	-3.4%	-4%	4	-6	-8%	6	1%	5
